Compound activity as filed in PubChem BioAssay.
mcGAS lum: cyclic GMP-AMP synthase inhibitors, mouse, primary biochemical chemiluminescence; recombinant cGAS, Kinase-Glo ATP depletion luminescence; inhibition, % at 12.5 µM; hit rate 0.15% among 160,000; AID 1259399, 2018;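 note: 0% = negative control wells and 100% = reference inhibitor with no enzyme activity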
NPYLR7 agonist: agonists of mosquito NPYLR7 receptor, primary screen, cell-based, Aedes aegypti, calcium fluorescence, mosquito biting behavior; activation, % at 10 µM; HEK293T NPYLR7/Galpha15, GCaMP6s calcium fluorescence; hit rate 0.15% among 270,000; Aedes aegypti neuropeptide Y-like receptor 7 (NPYLR7); AID 1259423, 2018; in the data active = activation above about 40%;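 note: 0% = vehicle and 100% = reference agonist at the receptor; some compounds past the cut are filed as inactive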
hcGAS lum: Primary biochemical luminescence assay for human cyclic GMP-AMP synthase inhibitors; recombinant h-cGAS, ATP depletion, Kinase-Glo luminescence; AID 1259398, 2018; Q8N884; inhibition, % at 12.5 µM; hit rate 0.081% among 290,000;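 note: 0% = vehicle reaction and 100% = reaction without DNA for no activity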
Target sequence (Q8N884 whole entry, looked up): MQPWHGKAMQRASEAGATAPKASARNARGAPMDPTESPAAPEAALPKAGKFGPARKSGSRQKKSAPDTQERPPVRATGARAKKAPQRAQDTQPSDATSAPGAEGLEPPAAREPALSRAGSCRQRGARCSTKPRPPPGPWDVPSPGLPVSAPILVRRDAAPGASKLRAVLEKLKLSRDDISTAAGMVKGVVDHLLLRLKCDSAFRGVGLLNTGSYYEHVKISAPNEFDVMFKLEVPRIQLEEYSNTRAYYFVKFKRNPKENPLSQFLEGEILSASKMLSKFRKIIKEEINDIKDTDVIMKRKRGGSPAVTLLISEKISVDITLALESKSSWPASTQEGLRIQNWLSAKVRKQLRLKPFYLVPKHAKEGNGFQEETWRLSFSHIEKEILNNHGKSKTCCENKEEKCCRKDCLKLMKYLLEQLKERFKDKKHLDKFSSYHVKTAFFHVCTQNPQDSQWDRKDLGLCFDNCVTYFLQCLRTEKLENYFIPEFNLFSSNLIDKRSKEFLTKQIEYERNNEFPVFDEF
* = called active by the depositor; & = joins results of further samples. Cut-off read from the data, not from the text of the source, unless noted: active = inhibition above about 40%; inactive = the rest.

For CCS(=O)(=O)Oc1cc(CN(CC(C)C)C(=O)c2cccc(OC)c2)ccc1OC the results were mcGAS lum -4, NPYLR7 agonist -13 and hcGAS lum -6.
`Cc1cc(C)c2sc(NNC(=O)c3ccc(S(=O)(=O)N4CCc5ccccc5C4)cc3)nc2c1` gave mcGAS lum -5, NPYLR7 agonist 5 and hcGAS lum -3.
For COc1cc(OC)cc(-n2c(C)cc3c(cnc4ncnn43)c2=O)c1 the results were NPYLR7 agonist 3 and hcGAS lum -6.
For CCN(CC)c1nc2c(S(=O)(=O)c3ccc(C)cc3)nnn2c2ccsc12 the results were mcGAS lum -4, NPYLR7 agonist 4 and hcGAS lum -8.
COc1ccc(F)c(-c2nc(CN3CCN(c4ncccn4)CC3)c(C)o2)c1 was read as NPYLR7 agonist 18 and hcGAS lum -9.
CCCc1cc(-n2ccnc2)n2ncc(-c3ccccc3)c2n1 was read as mcGAS lum -8, NPYLR7 agonist 3 and hcGAS lum -10.
O=C1C(=Cc2ccc3c(c2)OCO3)CCCC1=Cc1ccc2c(c1)OCO2 was read as NPYLR7 agonist -4 and hcGAS lum -7.
Screening Cc1ccc(C)c(/C=C2\SC(N)=NC2=O)c1 returned mcGAS lum -4, NPYLR7 agonist 1 and hcGAS lum -2.
For COc1cccc(C(CN2CCN(C(=O)c3c(F)cccc3F)CC2)OCc2cccc(Cl)c2)c1 (stereo not given) the results were mcGAS lum -7 and hcGAS lum -1.
For CCOC(=O)C1CCN(c2c3c(nc4ncnn24)CCCC3)CC1 the results were mcGAS lum -10, NPYLR7 agonist -4 and hcGAS lum -6.
For Clc1nc2c(Cl)cccc2s1 the results were mcGAS lum -1, NPYLR7 agonist -24 and hcGAS lum 4.
`Clc1ccc(C2CSc3c4ncnc-4ncn32)cc1` (stereo not given) gave NPYLR7 agonist 4 and hcGAS lum -6.
CN(Cc1ccccc1)C(=O)c1ccc(Nc2nc(C(N)Cc3ccccc3)cs2)nc1 (stereo not given) was read as mcGAS lum -6, NPYLR7 agonist -4 and hcGAS lum 0.
For Cc1cccc(N2CCN(Cc3nc(C(c4ccccc4)c4ccccc4)no3)CC2)n1 the results were mcGAS lum -7&-2, NPYLR7 agonist 12&1 and hcGAS lum -5&0.
Screening Cc1ccc(S(=O)(=O)NC(=O)C2(C)CCN2C(=O)CC2CCCC2)cc1 (stereo not given) returned mcGAS lum -5, NPYLR7 agonist -2 and hcGAS lum -2.
CN(Cc1cnn(C)c1)c1cc(C(=O)OC2CCCCC2)ccn1 was read as NPYLR7 agonist 1 and hcGAS lum -14.
Screening CNCC1CC(c2ccccc2C)=NO1 (stereo not given) returned mcGAS lum 0, NPYLR7 agonist 4 and hcGAS lum 1.
For CCc1nc2c(OCc3ccc(OC)cc3)cccn2c1N(C)C(=O)C(C)C the results were mcGAS lum -3, NPYLR7 agonist 0 and hcGAS lum -1.
`CC(C)(C)OC(=O)NC1(c2noc(C3Cc4cc(Cl)ccc4O3)n2)CCC1` (stereo not given) gave mcGAS lum -5, NPYLR7 agonist 3 and hcGAS lum 1.
Cc1ccc(-n2c(C(C)N(CCC(C)C)C(=O)NC3CCCCC3)nc3ccccc3c2=O)c(C)c1 (stereo not given) was read as mcGAS lum -5, NPYLR7 agonist 20 and hcGAS lum -3.

A draw from above in order of molar mass, largest number first.
For COc1cccc(C(CN2CCN(C(=O)c3c(F)cccc3F)CC2)OCc2cccc(Cl)c2)c1 (stereo not given) the results were mcGAS lum -7 and hcGAS lum -1.
Cc1ccc(-n2c(C(C)N(CCC(C)C)C(=O)NC3CCCCC3)nc3ccccc3c2=O)c(C)c1 (stereo not given) was read as mcGAS lum -5, NPYLR7 agonist 20 and hcGAS lum -3.
CN(Cc1ccccc1)C(=O)c1ccc(Nc2nc(C(N)Cc3ccccc3)cs2)nc1 (stereo not given) was read as mcGAS lum -6, NPYLR7 agonist -4 and hcGAS lum 0.
For Cc1cccc(N2CCN(Cc3nc(C(c4ccccc4)c4ccccc4)no3)CC2)n1 the results were mcGAS lum -7&-2, NPYLR7 agonist 12&1 and hcGAS lum -5&0.
`CC(C)(C)OC(=O)NC1(c2noc(C3Cc4cc(Cl)ccc4O3)n2)CCC1` (stereo not given) gave mcGAS lum -5, NPYLR7 agonist 3 and hcGAS lum 1.
For CCc1nc2c(OCc3ccc(OC)cc3)cccn2c1N(C)C(=O)C(C)C the results were mcGAS lum -3, NPYLR7 agonist 0 and hcGAS lum -1.
Screening Cc1ccc(S(=O)(=O)NC(=O)C2(C)CCN2C(=O)CC2CCCC2)cc1 (stereo not given) returned mcGAS lum -5, NPYLR7 agonist -2 and hcGAS lum -2.
O=C1C(=Cc2ccc3c(c2)OCO3)CCCC1=Cc1ccc2c(c1)OCO2 was read as NPYLR7 agonist -4 and hcGAS lum -7.
For CCOC(=O)C1CCN(c2c3c(nc4ncnn24)CCCC3)CC1 the results were mcGAS lum -10, NPYLR7 agonist -4 and hcGAS lum -6.
CN(Cc1cnn(C)c1)c1cc(C(=O)OC2CCCCC2)ccn1 was read as NPYLR7 agonist 1 and hcGAS lum -14.
`Clc1ccc(C2CSc3c4ncnc-4ncn32)cc1` (stereo not given) gave NPYLR7 agonist 4 and hcGAS lum -6.

Further records follow:
`Fc1ccccc1N1CCN(C2CCCN(Cc3ccoc3)C2)CC1` (stereo not given) gave NPYLR7 agonist 1 and hcGAS lum -5.
`CC(=O)NN=C(C1CC1)C1CC1` gave mcGAS lum -6, NPYLR7 agonist 5 and hcGAS lum -6.
`COc1ccccc1C(=O)N1CCN(c2ccccc2Cl)C(=O)C1C` (stereo not given) gave mcGAS lum -6, NPYLR7 agonist -10 and hcGAS lum -5.
For O=C(CN1CCN(c2ccccc2[N+](=O)[O-])CC1)Nc1ccnn1Cc1ccccc1Cl the results were mcGAS lum 0, NPYLR7 agonist 0 and hcGAS lum -2.
COCc1noc(-c2ccc(NC(C)Cc3ccsc3)nc2)n1 (stereo not given) was read as NPYLR7 agonist 5 and hcGAS lum 0.
O=C(NCCC1=CCCCC1)C1CSCN1C(=O)c1ccccc1 (stereo not given) was read as NPYLR7 agonist -4 and hcGAS lum 2.
CCCN(Cc1c(C)nn(C)c1C)C(=O)C1CC1 was read as mcGAS lum -6 and hcGAS lum -10.
Screening O=C(Nc1cccc(Cl)c1)c1cccnc1Nc1cccc(C(F)(F)F)c1 returned NPYLR7 agonist -15 and hcGAS lum -2.
For CNc1cc(C(=O)N(Cc2noc(C)n2)C(C)C)ccn1 the results were NPYLR7 agonist 3 and hcGAS lum -8.
`CNC(=O)C1CCCN(c2ccc3cc(Br)ccc3n2)C1` (stereo not given) gave mcGAS lum -13, NPYLR7 agonist 1 and hcGAS lum -7.
For CCCC1(CCC)NC(=O)N(CC(=O)NC(C)c2ccc(-n3ccnc3)cc2)C1=O (stereo not given) the results were mcGAS lum -4, NPYLR7 agonist 5 and hcGAS lum 2.
For Cc1ccc(NC(=O)CC(C(=O)O)N2CCNCC2)c(C)c1 (stereo not given) the results were NPYLR7 agonist 5 and hcGAS lum -2.
CCc1ccc(S(=O)(=O)N2CCN(Cc3nnnn3-c3ccccc3)CC2)s1 was read as mcGAS lum -7, NPYLR7 agonist 1 and hcGAS lum -5.
Screening COc1ccc(C=Nn2c(C)nc3ccccc3c2=O)cc1OC returned mcGAS lum -5, NPYLR7 agonist -5 and hcGAS lum -3.
COc1ccc(NC2CCCN(c3nc(C(F)(F)F)nc(C)c3C)C2)cc1 (stereo not given) was read as NPYLR7 agonist 7 and hcGAS lum 0.
Cc1ccc2nc(Cc3cccc(NC(=O)c4ccccc4C)c3)oc2c1 was read as mcGAS lum -9 and hcGAS lum -4.
`O=C(CN1CCN(S(=O)(=O)c2cc(F)ccc2F)CC1)NC1CCCCC1` gave mcGAS lum -9, NPYLR7 agonist 6 and hcGAS lum -8.
For COc1cc(Nc2ccc(NS(=O)(=O)c3ccccc3)cc2)nc(C)n1 the results were NPYLR7 agonist 2 and hcGAS lum -6.
For CC(C)C(CCO)Nc1ccnc2cc(Br)ccc12 (stereo not given) the results were NPYLR7 agonist 2 and hcGAS lum 5.
Screening COC(C#N)c1cccc(Cl)c1 (stereo not given) returned NPYLR7 agonist 22 and hcGAS lum -9.
For COC(=O)[C@H]1C[C@@H](O)CCN1C(=O)c1ccc(-n2cccn2)cc1 the results were NPYLR7 agonist 0 and hcGAS lum 4.
For C=CCN(CC(=O)N1N=C(c2ccc(F)cc2)CC1c1ccccc1OC)C1CCCC1 (stereo not given) the results were mcGAS lum -5, NPYLR7 agonist 16 and hcGAS lum -8.
For CC(=O)c1cccc(NCN2C(=O)c3ccc(Br)cc3C2=O)c1 the results were mcGAS lum -5, NPYLR7 agonist -6 and hcGAS lum -1.
For CN(C)C(=O)c1ccc(Nc2cc3c(cn2)nc(-c2ccco2)n3C)cc1 the results were mcGAS lum -8, NPYLR7 agonist 6 and hcGAS lum -3.
CCN(CC(=O)NC1CCS(=O)(=O)C1)S(=O)(=O)c1cccs1 (stereo not given) was read as NPYLR7 agonist -5 and hcGAS lum -10.
Screening CN1CCN(C(=O)c2cc3ccccc3nc2Cl)CC1 returned NPYLR7 agonist 2 and hcGAS lum 6.
CCCCCc1nn2c(=O)cc(O)nc2s1 was read as mcGAS lum -4, NPYLR7 agonist -2 and hcGAS lum -7.
Screening CC(C)Cc1cc(C(=O)N2CCCC2c2ccccn2)no1 (stereo not given) returned NPYLR7 agonist 5 and hcGAS lum -7.
For Cc1ccc(NC(=O)CSc2nc(=O)n(CCCN3CCOCC3)c3c2CCC3)cc1F the results were mcGAS lum -9, NPYLR7 agonist 1 and hcGAS lum -5.
O=C(NCCc1csc2nc(-c3ccc(F)cc3)nn12)c1ccccc1 was read as mcGAS lum -9, NPYLR7 agonist 4 and hcGAS lum -7.
Cc1ccc(Nc2cc(C)c(O)c(C)c2)cc1 was read as NPYLR7 agonist -11 and hcGAS lum -7.
Screening CCc1cccc(C)c1NP1(=O)C=C(c2ccccc2)SC(c2ccccc2)=C1 returned NPYLR7 agonist 2 and hcGAS lum -3.
Screening CCc1ccc(-c2nccn2CCc2ccco2)nc1 returned NPYLR7 agonist 2 and hcGAS lum -6.
Screening NC1=NC2(CCc3ccccc3C2)n2c(nc3cc4c(cc32)OCCCO4)N1 (stereo not given) returned NPYLR7 agonist 5 and hcGAS lum -6.
For CC(C(=O)N1CCN(C)CC1)N1C(=O)CSC1c1ccc(F)cc1 (stereo not given) the results were mcGAS lum -3, NPYLR7 agonist 12 and hcGAS lum -2.
Cc1nc(C)c(CC(=O)N(C)Cc2ccc(C)o2)c(=O)[nH]1 was read as mcGAS lum -16, NPYLR7 agonist 19 and hcGAS lum -5.
Screening CCOC(=O)c1sc(NC(=O)Cn2cnc([N+](=O)[O-])n2)c(C(=O)OCC)c1C returned mcGAS lum -4, NPYLR7 agonist -17 and hcGAS lum -2.
For COc1ccc(OC)c(N2CCN(CC(=O)Nc3ccc4ncccc4c3)C2=O)c1 the results were NPYLR7 agonist -1 and hcGAS lum -1.
COc1c(F)cc(-c2cccc3ccnn23)cc1F was read as NPYLR7 agonist 9 and hcGAS lum -5.
`CCOCc1ccccc1NC(=O)N(C)c1c(C)noc1C` gave mcGAS lum -5, NPYLR7 agonist 0 and hcGAS lum -7.
COc1cc(C2=NC(=Cc3cccc(C#N)c3)C(=O)O2)ccc1OC(F)F was read as NPYLR7 agonist 8 and hcGAS lum -8.
For COc1ccc(CN(CCN(C)C)C(=O)CC(C)C)cc1OS(=O)(=O)c1ccc(NC(C)=O)cc1 the results were mcGAS lum 0, NPYLR7 agonist 2 and hcGAS lum -2.
For O=C(CN(Cc1ccccc1)c1nc(Cc2ccc(F)cc2)ns1)NCc1cccc(C(F)(F)F)c1 the results were mcGAS lum 1 and hcGAS lum -1.
CNC(=O)c1ccc(N2CCN(c3cccc(C)n3)CC2C)nn1 (stereo not given) was read as mcGAS lum -8, NPYLR7 agonist 7 and hcGAS lum -7.
For Cc1noc(C)c1C(=O)N1CC(n2cccn2)Cc2ccccc21 (stereo not given) the results were NPYLR7 agonist 6 and hcGAS lum -16.
For Cc1ccc(C2=NOC(CN(Cc3ccccc3)C(=O)NC(C)C)C2)cc1 (stereo not given) the results were mcGAS lum -5, NPYLR7 agonist 17 and hcGAS lum -4.
`COC(=O)c1ccc(CN(Cc2ccc(C)s2)CC2CCCO2)o1` (stereo not given) gave NPYLR7 agonist -1 and hcGAS lum -6.
COc1ccc(C2c3cccn3CCN2C(=S)NC(C)(C)C)cc1 (stereo not given) was read as NPYLR7 agonist 11 and hcGAS lum -3.
For CC(C)N(CC(=O)N(Cc1cccn1Cc1ccc(F)cc1)C1CCCCC1)C(=O)c1cccs1 the results were mcGAS lum -4, NPYLR7 agonist 1 and hcGAS lum -3.
COC(=O)/C=C(\CS(=O)(=O)c1ccccc1)C(=O)OC was read as NPYLR7 agonist 9 and hcGAS lum -3.
COCCOc1nc(-c2ccc(OC)cc2)n(-c2ccc(NS(=O)(=O)c3ccc(F)cc3)cc2)n1 was read as mcGAS lum -5, NPYLR7 agonist 2 and hcGAS lum 0.
For COc1ccccc1CCc1nnc(CCC(=O)NCC(C)Oc2cccnc2)o1 (stereo not given) the results were NPYLR7 agonist 7 and hcGAS lum -2.
For O=C(NCCc1ccccc1)C(C1CCCC1)N1CCN(C(=O)c2ccco2)CC1 (stereo not given) the results were NPYLR7 agonist -3 and hcGAS lum 2.
Screening NS(=O)(=O)c1ccc(N=Cc2ccc(OC(=O)c3ccccn3)cc2)cc1 returned mcGAS lum -2, NPYLR7 agonist 4 and hcGAS lum -2.
For FC(F)(F)Oc1cccc(-c2cccc(N3CCN(c4ccccn4)CC3)n2)c1 the results were mcGAS lum -1, NPYLR7 agonist -7 and hcGAS lum -2.
`CC(C)Cn1c2c(=O)[nH]c(=O)n(C)c2n2c(-c3ccc(F)cc3)nnc12` gave NPYLR7 agonist 6 and hcGAS lum -2.
